TRPM1 prom inh: inhibitors of MITF-driven TRPM1 promoter in melanoma cells. SK-MEL-5 TRPM1 promoter luciferase, 24 h. actives 0.83% (n = 330,000). inhibition, % at 12.5 µM;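 active = mean inhibition across replicates of 60% or more, whatever share of single replicates reaches that level; inconclusive = some that reach 60%, reason not given; inactive = mean inhibition across replicates below 60%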; note: values of inactives mirror those of a sister screen read the other way
CaV13 ICDI inh: Primary screen for inhibitors of IQ motif and Ca2+-dependent inactivation inhibitor domain binding in CACNA1D, Förster resonance energy transfer in living cells, … | HEK cells, CFP/YFP FRET ICDI-IQ, plate reader, 10 min; percent FRET-ratio fall versus neutral wells | AID 743397 | inhibition, % at 12.3 µM | actives 0.098% (n = 340,000);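 active = mean replicate inhibition of at least 30% and at least 1% of replicates passing that level; inconclusive = only one of the two criteria is met; inactive = neither criterion is met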;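 note: 0% = median of the neutral control wells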
iPSC survival up: increases survival of single human iPS cells; hiPSC single-cell survival, ATPlite luminescence; 100% = ROCK inhibitor wells, 0% = DMSO; survival enhancement, % at 20 µM; actives 0.044% (n = 360,000); AID 602274; in the data active = survival enhancement above about 18%;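 note: cells exposed to compounds for 16 hours before the ATP read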
HIF-2a inh: blocks HIF-2a reporter activity; 786-0 RCC cells HIF-2a reporter, luciferase luminescence, overnight; inhibition, % at 18.8 µM; actives 0.72% (n = 360,000);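 active = inhibition of the luminescence signal of 40% or more relative to plate controls, in a single-dose primary screen at 18.75 µM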
Shn3 inh set2: inhibitors of Schnurri-3 3'UTR reporter in osteoblasts. Clone20 osteoblast Shn3 3'UTR firefly luciferase, 24 h. inhibition, % at 12.5 µM. actives 0.52% (n = 360,000);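 active = mean inhibition of at least 75% with every replicate also reaching 75%; inconclusive = mean inhibition at least 75% but some replicate below; inactive = mean inhibition below 75%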;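 note: 0% = median of neutral control wells and 100% = pilot-screen positive control compound; some compounds past the cut are filed as inactive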
NR2E3 ag-1: NR2E3 (human) agonism. actives 0.12% (n = 320,000). GST-NR2E3/biotin-RetCOR TR-FRET, 1536-well. AID 2300. inhibition of corepressor binding, % at 4.78 µM;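 active = percent inhibition above the cutoff of mean plus 3 SD of all tested compounds, set per screening campaign, cut at about 20% in these data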;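 note: 0% = DMSO wells and 100% = biotin wells as full block of FRET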
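Test system – NR2E3–RetCOR corepressor complex · Quantity – NR2E3 fusion 1.35 nM · Buffer or medium – Tris pH 7.5 · Incubation – Compound–protein incubation for 5 h at 4 °C · Technique – TR-FRET, Eu(K)-anti-GST donor, streptavidin-D2 acceptor, ex 340, em 617/671 nm · Evaluation – percent inhibition of 671/617 nm emission ratio versus biotin and DMSO controls · Plate – 1536-well format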
NR2E3 ag-2: agonists of human NR2E3 nuclear receptor; AID 602229; CHO-S Gal4-NCOR/VP16-NR2E3 two-hybrid, luciferase; actives 0.35% (n = 360,000); Q9Y5X4; inhibition of corepressor binding, % at 3.98 µM;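 active = inhibition above the mean of all tested compounds plus 3 SD, cut at about 70% in these data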;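 note: 0% = DMSO with NR2E3 transfected cells and 100% = cells lacking NR2E3 construct; higher means lower luciferase signal from less NR2E3 corepressor binding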
PDI turbidity: PDI (human) enzyme inhibition. actives 0.052% (n = 350,000). PDI insulin aggregation turbidity, A650, 90 min. inhibition, % at 10 µM. AID 588391;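 active = mean inhibition across replicates of 30% or more, whatever share of single replicates reach that level; inconclusive = mean inhibition below 30% while every single replicate reaches 30%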;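 note: absorbance from insulin aggregation driven by PDI reduction with DTT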
Target sequence (P07237 whole entry, looked up): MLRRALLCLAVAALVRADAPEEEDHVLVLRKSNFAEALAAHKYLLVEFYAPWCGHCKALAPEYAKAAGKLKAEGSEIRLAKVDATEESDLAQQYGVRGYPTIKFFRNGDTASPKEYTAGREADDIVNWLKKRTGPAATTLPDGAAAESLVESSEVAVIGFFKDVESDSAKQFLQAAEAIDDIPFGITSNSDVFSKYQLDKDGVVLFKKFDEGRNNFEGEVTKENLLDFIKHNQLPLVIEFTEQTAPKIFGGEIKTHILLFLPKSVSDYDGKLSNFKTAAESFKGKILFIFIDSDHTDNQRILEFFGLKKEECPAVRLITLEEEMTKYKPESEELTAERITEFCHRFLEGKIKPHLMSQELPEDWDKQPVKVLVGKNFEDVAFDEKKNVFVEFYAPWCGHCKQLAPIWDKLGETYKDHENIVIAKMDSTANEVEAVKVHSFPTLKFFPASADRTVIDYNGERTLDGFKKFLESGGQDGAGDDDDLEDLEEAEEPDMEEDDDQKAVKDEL
m5-HT2A agonist: mouse HTR2A agonism via beta-arrestin recruitment; CHO-K1 mHTR2A beta-arrestin complementation, luminescence; percent of 30 µM serotonin response; activation, % at 7.6 µM; actives 0.66% (n = 360,000); AID 624169;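 active = activation above a run cutoff, the mean activation of all tested compounds plus 3 SD, cut at about 14% in these data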;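 note: 0% = plate median of compound wells and 100% = 30 µM serotonin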
Target sequence (P35363 whole entry, looked up): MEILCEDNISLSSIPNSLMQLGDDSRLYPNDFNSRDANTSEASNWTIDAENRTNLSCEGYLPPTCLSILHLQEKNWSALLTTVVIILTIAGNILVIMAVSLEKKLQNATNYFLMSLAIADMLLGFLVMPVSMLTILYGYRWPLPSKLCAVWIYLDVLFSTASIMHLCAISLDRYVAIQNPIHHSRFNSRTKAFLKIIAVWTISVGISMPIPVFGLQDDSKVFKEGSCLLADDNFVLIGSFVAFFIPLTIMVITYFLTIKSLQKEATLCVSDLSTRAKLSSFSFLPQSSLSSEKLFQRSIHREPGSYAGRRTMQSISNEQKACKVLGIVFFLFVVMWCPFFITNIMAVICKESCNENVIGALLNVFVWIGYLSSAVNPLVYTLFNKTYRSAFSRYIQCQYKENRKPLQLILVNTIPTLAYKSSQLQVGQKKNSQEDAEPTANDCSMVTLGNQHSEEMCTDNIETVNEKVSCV
H9c2 protect: myocardial damage modulation in H9c2 cells | protection from H2O2 cell death, % at 20 µM | H9c2 cardiomyocytes, H2O2 injury protection, ATPLite, 2 h | actives 0.63% (n = 360,000);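 active = compounds giving at least 50% protection of heart cells from peroxide-induced death in the single-dose screen, raw or plate-pattern-corrected value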;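 note: 0% = DMSO wells with peroxide and 100% = DMSO wells without peroxide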
Peg3 prom inh: inhibitors of Peg3 promoter; HeLa PEG-Prom luciferase reporter, luminescence, overnight; inhibition, % at 20 µM; actives 1.7% (n = 360,000); AID 588405;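 active = inhibition of at least 50% at 20 µM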
* marks the source's active call; other numbers are inactive results; ? = inconclusive; . = not tested or not shown.

SMILES	TRPM1 prom inh	CaV13 ICDI inh	iPSC survival up	HIF-2a inh	Shn3 inh set2	NR2E3 ag-1	NR2E3 ag-2	PDI turbidity	m5-HT2A agonist	H9c2 protect	Peg3 prom inh
COc1cc(CNC2CCCC2)cc(Cl)c1OCc1ccc(F)cc1	-2	.	4.8	17	-10	-3	14	-1	18*	16	5
CN(C)c1cccc(C(=O)OCC(=O)NCC2CCCO2)c1 (centres undefined)	3	-5	1.4	-3	-16	3	-12	-3	1	-8	7
O=C(CSc1cccc(C(F)(F)F)c1)NCc1ccccc1	-6	-5	0.5	11	-15	3	11	-3	0	-1	10
COc1cc(-c2nc3c[n+](CC(=O)c4ccccc4)ccc3n2C)cc(OC)c1OC	6	-5	-1.0	4	15	0	13	-3	-1	10	-2
O=C(NCc1ccc(-n2cccc2)cc1)c1cccc(F)c1	6	5	0.2	-3	13	-3	6	-3	-5	-8	-15
O=S(=O)(c1ccccc1)N1CCN=C1SCc1c(F)cccc1Cl	8	.	-0.3	12	11	3	-10	-2	-8	-5	36
O=C(Nc1ccc(Br)cc1)c1cccc(S(=O)(=O)Nc2ccccn2)c1	7	.	1.2	0	58	3	21	3	6	-1	15
O=C(CN(C(=O)CCC(=O)Nc1nccs1)c1ccc2c(c1)OCCO2)NCc1ccco1	1	-6	1.5	8	14	1	-17	3	0	3	-11
O=C(CCN1C(=O)/C(=C/c2ccccc2)SC1=S)NCCc1ccc(O)cc1	-5	.	-0.4	25	-21	1	-2	-8	5	-13	95*
CC(C)Nc1oc(-c2cccc3ccccc23)nc1C#N	-87	-10	1.8	-204	-57	2	-118	3	5	-14	-230
Cc1ccc(CSCc2nnc(SCC(=O)N3CCN(c4ccccc4)CC3)n2C)cc1	8	.	6.7	11	10	-3	14	-3	1	-9	13
COc1ccc(S(=O)(=O)N2CCC(C(=O)NCc3ccccn3)CC2)cc1Cl	3	.	1.4	11	-11	0	14	-4	1	-3	25
OC(COCc1cccs1)CN1CCN(c2cccc(Cl)c2)CC1 (centres undefined)	5	-3	-1.4	6	20	-2	16	12	1	-4	11
COc1ccc(S(=O)(=O)Nc2nnc(C)s2)cc1	1	-6	1.7	29	-5	3	-4	18	2	-6	25
Cc1ccc(CCNC(=O)c2nnn(-c3cc(C)cc(C)c3)c2N)cc1	-7	-5	3.3	3	-3	-2	-20	-5	-3	-1	9
Cn1c(=O)n(CCCOc2ccc(Cl)cc2)c2ccccc21	-30	-5	0.4	-96	-23	-1	-27	0	-7	-2	-70
Cn1nc([N+](=O)[O-])nc1S(C)(=O)=O	72*	-8	-3.0	-4	11	.	-14	0	3	-12	49
O=C(CCNc1ccc(Cc2ccncc2)cc1)c1cccc([N+](=O)[O-])c1	-2	-6	-0.6	-22	-5	-1	4	-4	4	-17	-29
CCOC(=O)C1(CCOc2ccccc2)CCN(Cc2cccn2-c2ncccn2)CC1	7	-4	-0.8	1	32	1	4	4	-4	1	-7
COc1cccc(-c2cnc3c(NC=O)cc(-c4ccccc4Oc4ccccc4)cn23)c1	.	-4	0.9	7	9	.	-32	0	8	-8	15
Cc1c(Cl)c(C(=O)NNC(=S)Nc2ccc(F)cc2)nn1C	-6	-3	-2.6	-80	-15	-2	-92	-1	4	-3	-89
CCOC(=O)C1(CCCc2ccccc2)CCN(C(=O)Cn2nc(C)nc2C)CC1	-3	-7	1.0	8	-6	-4	-17	9	4	-2	17
COc1cc(C(=O)OCC(=O)NC2CCCCCC2)ccc1OCC(C)C	10	-6	-0.5	13	85	-3	-13	-7	-2	-12	24
Cc1ccc(CN2CCN(c3cccc4[nH]ccc34)CC2)cc1	6	-17	-0.2	-20	-19	-1	-16	10	0	-2	-15
CN(C)c1nc(NCc2ccccc2)nc(N/N=C/c2ccc(Cl)cc2Cl)n1	0	-6	-3.8	6	16	1	-5	19	-3	-2	-6

(further entries)
SMILES	TRPM1 prom inh	CaV13 ICDI inh	iPSC survival up	HIF-2a inh	Shn3 inh set2	NR2E3 ag-1	NR2E3 ag-2	PDI turbidity	m5-HT2A agonist	H9c2 protect	Peg3 prom inh
CC(=O)c1cccc(OCC(=O)N2CCN(c3ccc(C(F)(F)F)cn3)CC2)c1	4	-20	-0.5	8	15	3	6	4	-1	-15	1
C[C@]12CCC(=O)C[C@@H]1CC[C@@H]1[C@@H]2CC[C@]2(C)C=CC[C@@H]12	13	-5	-1.8	-4	25	0	-11	2	3	-17	12
CCOc1cc(/C=N/NC(=O)CCn2nc(C)cc2C)ccc1O	-6	-1	-0.7	7	-8	-3	-15	-8	-1	2	3
COc1ccc(S(=O)(=O)Nc2ccc3oc(C)c(C(C)=O)c3c2)cc1	24	-5	-0.1	21	?	2	60	3	2	-6	41
COc1ccc(NC(=O)[C@H](NC(=O)[C@@H]2Cc3ccccc3CN2)c2ccccc2)cc1	-6	-7	-0.3	4	-16	-2	7	8	-7	-2	5
C/C(=N/NC(=O)Cc1cccs1)c1ccco1	-3	-14	7.7	-30	-30	2	-29	-2	-5	8	-19
CCN(CC)c1ccc(C(=O)OCC(=O)N2CCN(c3ccccc3)CC2)cc1	-1	-5	-1.7	13	-14	5	-23	-4	8	-4	11
Cc1c(NS(=O)(=O)c2ccccc2)cc(Cl)c(O)c1C	7	-4	6.2	20	0	-1	15	-3	0	-4	13
CC(C)(C)N(Cc1ccccc1)C(=O)COC(=O)c1ccc(Br)o1	-11	-2	-2.1	5	9	1	-10	-2	-8	-1	-11
CCn1cc(C(=O)N2CCc3ccccc32)c(=O)c2cc(S(=O)(=O)N3CCCCCC3)ccc21	7	-5	-0.7	25	13	0	-29	-15	2	18	23
CCOC(=O)c1cc(NC(=O)c2ccc(Cl)cc2)c(=O)oc1-c1ccccc1	0	-3	0.6	8	-8	-5	-17	-1	3	-4	19
COc1ccc(C(=O)NCCN2CCCC2)cc1[N+](=O)[O-]	1	-2	0.4	19	15	5	9	14	-1	-7	3
COCCOC(=O)C1=C(C)OC(N)=C(C#N)C1c1cc2cccc(C)c2nc1Cl (centres undefined)	-3	-6	3.9	-9	-2	5	-17	4	-3	9	0
CCOc1ccc(Br)cc1S(=O)(=O)NCc1ccncc1	6	-4	0.3	16	6	2	-10	5	8	-6	11
COc1ccc(NC(=O)c2cccc(-n3cnnn3)c2)cc1	-8	-7	-0.9	-12	-13	-3	-12	5	3	2	-7
CCN(CC(=O)Nc1c(F)cccc1F)C(=O)CCSc1ccc(C)cc1	5	-12	-0.4	11	-7	9	12	-3	4	-4	-15
O=C(Nc1ccc2c(c1)OCO2)N1CCN(c2ncc(C(F)(F)F)cc2Cl)CC1	-19	-5	0.4	-11	25	1	-20	-9	1	-2	-3
Cc1ccc(NC(=O)CN2C(=O)S/C(=C\c3ccc(C(=O)O)cc3)C2=O)cc1	-12	-20	0.4	21	-2	5	-11	-10	2	2	35
Cc1ccc(N2CC(c3nc4ccccc4n3C)CC2=O)cc1C (centres undefined)	-13	-3	-2.1	-11	-2	-2	-5	.	-3	6	12
CN1CCN(Cc2c(O)ccc3c(=O)c(Oc4ccccc4Cl)c(C(F)(F)F)oc23)CC1	-12	-10	-1.1	-11	6	1	-23	.	-4	1	-12
O=C(CC(C(=O)O)c1ccc(Cl)cc1)c1ccccc1 (centres undefined)	6	3	2.1	12	-22	0	-5	9	7	0	3
CC1(C)CC(NC(=O)C(c2ccccc2)c2ccccc2)CC(C)(C)N1	-2	-11	-0.5	8	-3	-1	16	-2	11	-2	5
NC(=S)NN=Cc1nccc2ccccc12	38	-6	-2.6	-155	79	.	75*	4	-1	22	-58
CC(C)N(Cc1ccccc1)C(=O)COC(=O)CCC(=O)c1ccc(F)cc1	-1	-2	-0.6	10	-13	0	-23	-10	-2	-2	-13
COC(=O)c1c(C)oc2ccc(N(C(=O)c3ccncc3)S(=O)(=O)c3ccc4ccccc4c3)cc12	10	-11	3.4	19	34	-5	89*	-20	4	-26	21
Cc1ccc(CNC(=O)c2cn(C)c(=O)c3c2c2ccccc2n3C)o1	-2	-3	3.6	12	-6	1	-22	7	-1	5	7
O=C(CN1C(=O)S/C(=C\c2ccc(Cl)cc2)C1=O)NNC(=O)c1ccccc1O	11	-6	-0.3	13	-6	4	10	0	-1	6	9
CN(C)CCN(C(=O)CN1C(=O)c2ccccc2C1=O)c1nc2cc3c(cc2s1)OCCO3	-27	-4	-0.3	-143	-5	1	-24	-1	-2	6	-190

9 entries from above, with bars between the fields:
compound | TRPM1 prom inh | CaV13 ICDI inh | iPSC survival up | HIF-2a inh | Shn3 inh set2 | NR2E3 ag-1 | NR2E3 ag-2 | PDI turbidity | m5-HT2A agonist | H9c2 protect | Peg3 prom inh
Cc1c(NS(=O)(=O)c2ccccc2)cc(Cl)c(O)c1C | 7 | -4 | 6.2 | 20 | 0 | -1 | 15 | -3 | 0 | -4 | 13
CC(C)(C)N(Cc1ccccc1)C(=O)COC(=O)c1ccc(Br)o1 | -11 | -2 | -2.1 | 5 | 9 | 1 | -10 | -2 | -8 | -1 | -11
CCn1cc(C(=O)N2CCc3ccccc32)c(=O)c2cc(S(=O)(=O)N3CCCCCC3)ccc21 | 7 | -5 | -0.7 | 25 | 13 | 0 | -29 | -15 | 2 | 18 | 23
CCOC(=O)c1cc(NC(=O)c2ccc(Cl)cc2)c(=O)oc1-c1ccccc1 | 0 | -3 | 0.6 | 8 | -8 | -5 | -17 | -1 | 3 | -4 | 19
COc1ccc(C(=O)NCCN2CCCC2)cc1[N+](=O)[O-] | 1 | -2 | 0.4 | 19 | 15 | 5 | 9 | 14 | -1 | -7 | 3
COCCOC(=O)C1=C(C)OC(N)=C(C#N)C1c1cc2cccc(C)c2nc1Cl (centres undefined) | -3 | -6 | 3.9 | -9 | -2 | 5 | -17 | 4 | -3 | 9 | 0
CCOc1ccc(Br)cc1S(=O)(=O)NCc1ccncc1 | 6 | -4 | 0.3 | 16 | 6 | 2 | -10 | 5 | 8 | -6 | 11
COc1ccc(NC(=O)c2cccc(-n3cnnn3)c2)cc1 | -8 | -7 | -0.9 | -12 | -13 | -3 | -12 | 5 | 3 | 2 | -7
CCN(CC(=O)Nc1c(F)cccc1F)C(=O)CCSc1ccc(C)cc1 | 5 | -12 | -0.4 | 11 | -7 | 9 | 12 | -3 | 4 | -4 | -15
